GBA activity up: increases beta-glucosidase activity in Gaucher fibroblasts | activation, % at 10 µM | 30,000 tested, 0.44% active | L444P Gaucher fibroblasts, 4-MU-glucoside fluorescence, 3 days | P04062; in the data active means activation above about 65%;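 further: 0% = vehicle wells and 100% = positive control wells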
Target sequence (P04062 whole entry L483P): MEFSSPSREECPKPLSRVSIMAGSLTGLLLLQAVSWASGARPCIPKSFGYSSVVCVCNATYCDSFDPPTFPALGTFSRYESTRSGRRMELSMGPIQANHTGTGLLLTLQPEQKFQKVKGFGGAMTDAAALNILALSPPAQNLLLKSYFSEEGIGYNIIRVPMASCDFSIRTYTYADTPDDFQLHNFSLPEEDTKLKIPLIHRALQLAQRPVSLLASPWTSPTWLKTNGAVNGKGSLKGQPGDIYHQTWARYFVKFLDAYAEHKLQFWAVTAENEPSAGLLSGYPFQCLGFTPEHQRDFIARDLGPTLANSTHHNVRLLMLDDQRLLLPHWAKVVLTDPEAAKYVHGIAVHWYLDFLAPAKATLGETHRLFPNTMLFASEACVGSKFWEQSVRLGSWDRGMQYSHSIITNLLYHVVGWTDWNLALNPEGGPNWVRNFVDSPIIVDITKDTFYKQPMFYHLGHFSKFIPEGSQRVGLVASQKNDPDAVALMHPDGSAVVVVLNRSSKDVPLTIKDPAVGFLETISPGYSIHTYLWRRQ
An asterisk follows results filed as active. Some of the compounds tested (hit frequency here may not be typical).

SMILES	GBA activity up
O=C(NCc1ccccc1)c1cccc(NC(=O)c2ccco2)c1	-11.9
O=C(c1ccccc1)N(CCN1CCOCC1)C1(C(=O)Nc2ccccc2)CCCCC1	14.3
C=CCn1c(SCc2csc(C)n2)nc2sc3c(c2c1=O)CCCCC3	8.0
COC(=O)c1cc(Br)c(=O)n(Cc2ccncc2)c1	-28.1
O=C(COC(=O)C1(c2ccccc2)CC1)N1CCN(c2ccc(F)cc2)CC1	-3.0
O=C(NCc1cccs1)C1CCN(c2nc3ccccc3o2)CC1	-5.5
O=S1(=O)CCC(NCC2CCCO2)C1 (stereo not given)	-14.9
O=C(CC1OC(=O)c2ccccc21)NC1CCCCC1 (stereo not given)	-11.0
O=C(c1ccccc1)N1CCCOC1c1ccccc1 (stereo not given)	1.9
O=C(c1cc2c(=O)oc3ccccc3c2s1)N1CCOCC1	-15.7
O=C(NCC(c1cccnc1)N1CCN(c2ccccc2F)CC1)c1cccc(Cl)c1 (stereo not given)	-3.0
COc1cc2c(cc1OC)-c1cc(NC3CCCCCC3)nc(=O)n1CC2	1.0
Cc1csc2nc(CSc3ccc(Cl)cc3)cn12	-35.2
Cc1oc(-c2ccc(Cl)cc2)[n+]([O-])c1C	-2.3
O=C(CCn1cccc1)NCCc1ccc(Cl)cc1	-21.3
O=C(Nn1cnnc1)c1ccccc1-c1ccccc1	-25.6
Cc1cc(C)n(-c2ccc(C(=O)OCn3nnc4ccccc4c3=O)cc2)n1	21.3
COc1ccc(N2CCN(C(=O)Cc3nn(C)c(=O)c4ccccc34)CC2)cc1	-12.1
Cc1nc(NC(C)c2ccccc2)c2oc3ccccc3c2n1 (stereo not given)	1.8
CNC(=O)CCC(=O)Nc1ccc(C(=O)OC)cc1	-2.0

Arranged by molar mass (ascending): 7 of the compounds above.
SMILES	GBA activity up
O=C(Nn1cnnc1)c1ccccc1-c1ccccc1	-25.6
O=C(CC1OC(=O)c2ccccc21)NC1CCCCC1 (stereo not given)	-11.0
Cc1csc2nc(CSc3ccc(Cl)cc3)cn12	-35.2
Cc1nc(NC(C)c2ccccc2)c2oc3ccccc3c2n1 (stereo not given)	1.8
O=C(NCc1cccs1)C1CCN(c2nc3ccccc3o2)CC1	-5.5
COc1cc2c(cc1OC)-c1cc(NC3CCCCCC3)nc(=O)n1CC2	1.0
O=C(c1ccccc1)N(CCN1CCOCC1)C1(C(=O)Nc2ccccc2)CCCCC1	14.3

(further entries)
SMILES	GBA activity up
Cc1cnc(NC(=O)CN2CCN(c3ccccn3)CC2)s1	-64.8
N#CCn1c(C2CCCCC2)nc2ccccc2c1=O	-5.2
Cc1ccc2oc(-c3ccc(NC(=O)CC(C)C)cc3)nc2c1	7.8
O=C(NCc1cccnc1)c1cccc(C(F)(F)F)c1	-38.9
O=C(Nc1ccc2c(c1)C(=O)N(C1CCCCC1)C2=O)C1CCCO1 (stereo not given)	-12.8
CCCCn1c(SCC(=O)N2CCC(C(=O)OCC)CC2)nc2cc(S(N)(=O)=O)ccc21	-6.5
COc1cc(NS(=O)(=O)c2ccc(NC(=O)COc3ccccc3C)cc2)nc(OC)n1	17.0
CC1(C)CC(=O)C2=C(C1)Nc1[nH]n(-c3ccccc3)c(=O)c1C2c1ccc2c(c1)OCO2 (stereo not given)	21.9
Cc1ccccc1C(=O)NC1CC(C)(C)NC(C)(C)C1	-10.9
C=CCn1c(=N)c(C(=O)NCCCOC)cc2c(=O)n3cc(C)ccc3nc21	14.5
O=C(CSc1nc2c(sc3ccccc32)c(=O)n1Cc1ccco1)NCC1CCCO1 (stereo not given)	-38.0
COc1ccc(CC(=O)OCC(=O)Nc2c(C)n(C)n(-c3ccccc3)c2=O)cc1	-4.7
CCC(=O)Nc1ccc(C(=O)Cn2nc(C(=O)O)c3ccccc3c2=O)cc1	-13.2
COc1cccc(Cn2c(=S)[nH]c3ccc(N4CCOCC4)cc3c2=O)c1	23.0
CCCS(=O)(=O)NCCc1cc2c(OC)ccc(OC)c2[nH]c1=O	-36.0
COc1nnc(OC)c2ccccc12	25.7
CCOc1ccc2nc(NCCNC(=O)C3CC3)c(C)cc2c1	-52.8
Cc1ccc(-c2cc(-c3cccc(F)c3)n[nH]2)c(O)c1	-12.6
CCS(=O)(=O)Nc1ccc(C(=O)OC)cc1	11.7
Cc1noc(C)c1COC(=O)CCc1nc2ccccc2c(=O)[nH]1	-12.1
Cc1nc(NC(=O)c2oc3ccccc3c2C)sc1C(=O)N(C)C	-4.8
COc1ccc(Cl)cc1NC(=O)CSc1nnc(COc2ccccc2)n1C	-11.8
O=C(NCCN1CCOCC1)c1nn2c(c1Cl)NC(c1ccccc1)CC2C(F)(F)F (stereo not given)	-5.8
Cc1ccc(NC(=O)c2cc(S(=O)(=O)N3CCOCC3)ccc2F)c(C)c1	-1.5
Cc1cc(N2CCN(c3ccccc3F)CC2)nc2cc(O)ccc12	10.5
Cc1cc(C)c2c(=O)[nH]c(SCC(=O)Nc3ccccc3)nc2n1	23.2
CCCc1cc2c(=O)c(-c3ccccn3)coc2cc1OC	2.9
O=C(NCc1ccc2c(c1)OCO2)C1CCC(CNS(=O)(=O)c2ccccc2)CC1 (stereo not given)	31.1
Cc1cc(C)n2nc(SCC3COc4ccccc4O3)nc2n1 (stereo not given)	1.2
O=C1CCCC/C1=C\Nc1ccc(O)cc1	-16.0
CC(C)NC(=O)C1CC(=O)N(c2ccc(F)c(Cl)c2)C1 (stereo not given)	1.8
CSc1nc2c(c(=O)[nH]1)C(c1ccncc1)C(C(=O)OC(C)C)=C(C)N2 (stereo not given)	-44.4
Cn1cnnc1SCC(=O)NCc1cccc(C(F)(F)F)c1	-16.6
COCCCNC(=O)c1ccc(N(C)S(=O)(=O)c2ccc(OC)cc2)cc1	-14.3
Cc1cc2c(c(N)n1)c(=O)oc1ccccc12	-31.1
COC(=O)c1cc(C(=O)OC)cc(N2C(=O)CN=C2Nc2nc(C)cc(C)n2)c1	-18.1
C=CCSc1nnc(NC(=O)c2ccc(S(=O)(=O)NCC3CCCO3)cc2)s1 (stereo not given)	4.7
Cc1ccc2oc(-c3ccccc3C(=O)O)cc(=O)c2c1	2.9
CC(=O)OCCNC(=O)Cn1cnc2c1c(=O)n(C)c(=O)n2C	-11.4
CC(C)(C)C1CCc2c(sc(N)c2C(N)=O)C1 (stereo not given)	2.7
CCOc1ccccc1C(=O)NCC(=O)OCC(=O)N1C(C)CCCC1C (stereo not given)	-18.2
CC12CCCCC1(O)[N+](=O)C1=C(CCCC1)N2[O-] (stereo not given)	-31.4
O=C(Nc1nnc(C2CCCC2)s1)C1CCN(S(=O)(=O)c2ccc(Cl)cc2)CC1	-24.4
Cc1ccc(-n2c(SCc3cc(=O)n4ccsc4n3)nnc2-c2cccnc2)c(C)c1	-5.3
CN1CCCN(C(=O)Cc2c(Cl)cccc2Cl)c2nc3ccccc3nc21	-20.4
O=S(=O)(NC1CCCCC1NCc1ccco1)c1ccccc1 (stereo not given)	-2.9
CC1(C)COCN1S(=O)(=O)c1ccc(C(=O)Nc2nnc(-c3ccc(Cl)s3)o2)cc1	2.6
O=c1cc(CO)oc(C(Nc2ccccn2)c2ccc(C(F)(F)F)cc2)c1O (stereo not given)	-2.2
Cn1nnnc1SCC(=O)N1CCc2ccccc2C1	-9.7
COc1ccc(C2C(C(=O)NCCN3CCOCC3)c3ccccc3C(=O)N2C2CCCCC2)cc1 (stereo not given)	15.8
CCOc1cc(-c2noc(-c3ccncc3)n2)cc(Br)c1OC	-0.5
COc1ccc(NC(C)=O)cc1NC(=O)CSc1nnc(-c2ccncc2)n1C	-42.4
O=c1c2ccccc2nc(SCc2nnc(-c3ccccc3Br)o2)n1Cc1ccco1	-6.1
CCSc1oc(-c2cccs2)nc1S(=O)(=O)c1ccccc1	-13.5
O=C(NCCN1CCOCC1)c1ccc2c(c1)N(Cc1ccccc1)C(=O)CS2	9.8
O=c1[nH]cnc2nc3n(c12)CCCCC3	-54.8
CCOC(=O)c1cnc2c(-c3ccccc3)cnn2c1N	-12.9
COc1ccc(C(=O)Nc2cc(OC)ccc2OC)cc1	28.1
Cc1ccnc(NC(=O)C23CC4CC(CC(C4)C2)C3)c1	-15.0
O=C(CCCOc1ccccc1)Nc1nccs1	-0.2

An excerpt taken from the entries so far:
SMILES	GBA activity up
CCOc1ccccc1C(=O)NCC(=O)OCC(=O)N1C(C)CCCC1C (stereo not given)	-18.2
CC12CCCCC1(O)[N+](=O)C1=C(CCCC1)N2[O-] (stereo not given)	-31.4
O=C(Nc1nnc(C2CCCC2)s1)C1CCN(S(=O)(=O)c2ccc(Cl)cc2)CC1	-24.4
Cc1ccc(-n2c(SCc3cc(=O)n4ccsc4n3)nnc2-c2cccnc2)c(C)c1	-5.3
CN1CCCN(C(=O)Cc2c(Cl)cccc2Cl)c2nc3ccccc3nc21	-20.4

Later entries:
SMILES	GBA activity up
Cn1c2c(c(=O)n(C)c1=O)C(c1ccccc1OC(F)F)C1=C(CCCC1=O)N2 (stereo not given)	42.0
O=C1CC(c2ccc(F)cc2)Cc2nc(N3CCOCC3)ncc21 (stereo not given)	-23.2
CCNc1nc(Oc2ccc(C(=O)OC)cc2)nc(N(C)C)n1	-8.6
CC(C(=O)NCC1CCCO1)N(C(=O)c1snc(C(N)=O)c1N)c1ccccc1 (stereo not given)	-0.8
OCCNc1nc2ccccc2n1-c1ccccc1	5.5
O=C(CCn1cnc2ccccc2c1=O)Nc1ccc(S(=O)(=O)N2CCCC2)cc1	13.3
CCOc1ccc2nc(NC(=O)CN3CCC(n4nnc5cc(F)ccc54)CC3)sc2c1	-6.4
CCn1c(C)cc(=S)c2ccccc21	-11.2
N#CCSc1nc2ccc(N3CCCCC3)cc2c(=O)n1Cc1ccccc1	-8.2
COc1ccc(-n2ncc3c(NCc4ccco4)ncnc32)cc1	-1.6
O=C(Nc1cccc(C(F)(F)F)c1)c1cccnc1N1CCN(CCO)CC1	3.4
Cc1ccc(S(=O)(=O)N2CCCC2C(=O)NCCc2nc3ccccc3[nH]2)cc1 (stereo not given)	-26.9
COc1ccc(-n2nnc3c(=O)n(CC(=O)N4CCCC4)cnc32)cc1	-5.2
O=C(O)c1cc(NCc2ccccc2C(F)(F)F)ccc1N1CCOCC1	-28.6
Cn1c(=O)[nH]c(=O)c2c1nc1n2CCCN1CCc1ccccc1	13.5
O=C(c1cccc2ccccc12)N1CCN(c2ccccc2F)CC1	-5.4
CCOC(=O)N1CCC(N2Cc3cccc(C(=O)NCc4ccccc4OC)c3C2=O)CC1	-3.1
COCCn1c(-c2cc(OC)c(OC)c(OC)c2)nc2nc3ccccc3nc21	-43.5
Cc1[nH]n2c(=O)cc(Cc3ccccc3)nc2c1C#N	-21.9
CCOC(=O)COc1ccc2c3c(c(=O)oc2c1C)CCC3	3.7
O=C1CN(C(=O)c2ccco2)C(c2ccccc2)c2cc(Cl)ccc2N1 (stereo not given)	2.2
Cn1c(COc2ccccc2)nnc1SCCSc1nnc(COc2ccccc2)n1C	17.1
Cc1cc(NC(=O)c2noc3c2CCCCC3)no1	-3.8
CCOC(=O)C(NS(=O)(=O)c1ccc(Br)cc1)C(C)C (stereo not given)	0.8
CC1CCCC(NC(=O)COC(=O)Cc2cn3ccsc3n2)C1C (stereo not given)	-10.5
O=C(c1nn(Cc2ccccc2)c(=O)c2ccccc12)N1CCN(c2ccccn2)CC1	-14.9
CCc1nnc(NC(=O)CCC(=O)N2CCN(Cc3ccc(Cl)cc3)CC2)s1	-3.3
CCOC(=O)N1CCN(C(=O)CCc2nc3sc4c(c3c(=O)[nH]2)CCCC4)CC1	4.7
O=C(CN1C(=O)C2C3c4ccccc4C(c4ccccc43)C2C1=O)N1CCOCC1 (stereo not given)	-5.4
O=C(c1cccc(F)c1)N1CCN(S(=O)(=O)c2ccc(C(F)(F)F)cc2)CC1	-10.1
CC(C)(C)C(=O)COC(=O)c1ccc(O)cc1	-6.9
O=C(NC1CCCCC1)C1CCN(C(=O)NCc2ccccc2)CC1	-18.8
O=C(CSc1nc(-c2ccc(F)cc2)cc(C(F)(F)F)n1)NCCN1CCOCC1	-15.6
CCCOc1ccc2c(C)c(CC(=O)OC)c(=O)oc2c1	-22.3
CN1c2ccccc2C(C)(C)C12CCCC(=O)N2 (stereo not given)	-10.9
c1ccc(CSc2nnnn2-c2cccc3ccccc23)nc1	33.5
CCCCn1nnnc1NCc1ccc(OC)c(OC)c1	-12.5
C=CCN(CC=C)C(=O)CN1C(=O)c2ccccc2C1=O	-10.6
O=C(CSc1nc2ccccc2o1)NC(=O)NCc1ccco1	-13.2
CC1CCN(CCNC(=O)c2ccc(NC(=O)C3CCCO3)cc2)CC1 (stereo not given)	60.2
CNC(=O)OC(C)CNS(=O)(=O)c1ccc(C)cc1 (stereo not given)	-12.7
Fc1ccc(-n2cnnn2)c(F)c1	-20.1
Cc1ccc(CCNC(=O)CCNS(=O)(=O)c2ccc3c(c2)oc(=O)n3C)cc1	-13.2
CCOC(=O)COc1ccc(CCNC(C)=O)cc1	-2.4
CC(NC(=O)c1cccnc1)C(=O)N1CCCCC1 (stereo not given)	24.9
O=C(Cc1c(F)cccc1Cl)N1CCCC1	-2.6
COCC(=O)NCc1nc2ccccc2[nH]1	19.6
Cn1c(C(=O)NCCCN2CCCC2=O)cc2c(=O)n3ccccc3nc21	-22.6
O=C1c2[nH]nc(-c3ccccc3O)c2C(c2ccccc2)N1Cc1ccco1 (stereo not given)	-2.4
CC(C)(C)c1nnc2sc(SCC(=O)N3CCCc4ccccc43)nn2c1=O	-16.3
CCOc1ccc(NC(=O)CN2CCN(CC(=O)Nc3ccc4c(c3)OCO4)CC2)cc1	11.7
CC(C)(C)c1cc(CNC2CS(=O)(=O)C[C@@H]2O)cc(C(C)(C)C)c1O (stereo not given in full)	0.8
Cc1cc(C)c2c(=O)n(-c3ccccc3)[nH]c2n1	0.4
N#CCSc1nnc(-c2ccccc2O)n1CCc1ccccc1	-20.4
CC1(C)CC(=O)C2=C(C1)OC(c1cccs1)C(C#N)=C2N (stereo not given)	-19.1
CCCCCOc1ccc(C(=O)NC(C(=O)O)C(C)C)cc1 (stereo not given)	-8.7
COc1cccc(-c2nnc(N(C)C(=O)C3CCOC3)s2)c1 (stereo not given)	0.0
Cc1ccc(-c2nnn(CC(=O)Nc3ccc(S(=O)(=O)N4CCC(C)CC4)cc3)n2)cc1	-90.8
COc1ccc(COCC(O)CN2CCOCC2)cc1OC (stereo not given)	-11.9
O=C(CSCCO)Nc1cccc(C(F)(F)F)c1	-5.0

Bioassay records deposited in PubChem BioAssay by The Scripps Research Institute Molecular Screening Center.
